12-LOX inh – inhibitors of human 12S-lipoxygenase ALOX12; Potency, µM (highest dose often 108 µM), for inactives: top-dose activity change, negative = inhibition, hits mostly inhibitors; AID 1671190; actives 1.1% (n = 580,000); purified 12hLO, xylenol orange hydroperoxide absorbance; also: potency is read from the fitted curve at half-maximal effect; % is scaled to controls: 0 for no effect and ±100 for the full control effect
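Purified human 12hLO (150 nM final) in 25 mM Hepes, 0.01% Triton X-100, pH 7.0 was preincubated 15 min at room temperature with compound. Then 40 uM arachidonic acid was added, 30 min. Hydroperoxide was read by Fe-XO absorbance ratio 573/405 nm.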
BLM inh – blocks DNA unwinding by human BLM helicase. Potency, µM (series often up to 56.1 µM), inactives show top-dose activity change, negative = inhibition, most hits filed as inhibitors. actives 0.2% (n = 350,000). P54132. AID 2528. recombinant BLM DNA unwinding, fluorescence dequenching;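 also: potency is read from the fitted curve at half-maximal effect; plate controls were vehicle for no effect and no enzyme for full effect; nearly all actives have a fitted effect of over 35% in size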
POLB inh – blocks human DNA polymerase beta activity | actives 1.3% (n = 340,000) | P06746 | Pol beta primer extension/strand displacement, fluorescence kinetic | Potency, µM (top dose mostly 114 µM), without a hit: at the highest dose activity change, negative = inhibition, actives largely listed as inhibitors | AID 485314; also: potency is read from the fitted curve at half-maximal effect; % is scaled to controls: 0 for no effect and ±100 for the full control effect
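Reaction started by 50 nM substrate onto compound-treated Pol beta (10 nM, 15 min preincubation, room temperature); plates read at 0 min and 10 min. Normalized concentration-effect data fitted by four-parameter Hill equation.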
Pol kappa inh – inhibitors of human DNA polymerase kappa; Q9UBT6; purified Pol kappa, fluorescent DNA synthesis assay, 10 min; Potency, µM (titrated, usually from 107 µM), inactives show at the highest dose activity, negative = inhibition, most hits filed as inhibitors; actives 0.53% (n = 400,000); AID 588579; also: potency is read from the fitted curve at half-maximal effect; % is scaled to controls: 0 for no effect and ±100 for the full control effect
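Kinetic fluorescence readout at 0 and 10 min followed reaction start with substrate at 50 nM final. Beforehand, enzyme (10 nM Pol kappa) stood 15 min with compound at room temperature; buffer-only wells were negative controls.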
Anesthetic bind – binds horse apoferritin like a general anesthetic; Potency, µM (top dose mostly 77.5 µM), without a hit: at the highest dose activity change, negative = displacement, most hits filed as inhibitors; apoferritin/1-aminoanthracene competitive binding, fluorescence; actives 0.074% (n = 350,000); also: potency is read from the fitted curve at half-maximal effect; % is scaled to controls: 0 for no effect and ±100 for the full control effect; nearly all actives have a fitted effect of over 20% in size
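Horse-spleen apoferritin (10 uM) in 50% saturated 1-aminoanthracene in PBS was incubated 10 min at room temperature with compound. Fluorescence (ex 380, em 535 nm) was normalized to free and bound 1-AMA, with concentration-response fitted by a four-parameter Hill equation.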
APE1 inh – APE1 (human) endonuclease inhibition; Potency, µM (series often up to 65.8 µM), inactives show top-dose activity change, negative = inhibition, most hits filed as inhibitors; actives 0.35% (n = 350,000); recombinant APE1, TAMRA/BHQ-2 abasic DNA cleavage fluorescence; P27695;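 also: potency is read from the fitted curve at half-maximal effect; plate controls were vehicle for no effect and reference inhibitor for full effect; nearly all actives have a fitted effect of over 55% in size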
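APE1 at 0.75 nM final was preincubated with compound 15 min at room temperature, then 50 nM double-stranded THF abasic-site substrate (5'-TAMRA/3'-BHQ-2) was added. Fluorescence (ex 525/em 598 nm) was read kinetically; third-minus-first read gave activity.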
ERG-DNA inh – inhibitors of human ERG Ets domain-DNA interaction. P11308. fluorescence polarization, His-ERG Ets domain / labelled DNA. Potency, µM (highest dose often 76.9 µM), inactives show top-dose FP activity, negative = inhibition, usual class: inhibitors. actives 0.028% (n = 370,000); active = well fitted inhibition curve with a large enough effect in the polarisation, with a control signal flat; inconclusive = small, poorly fitted or top-dose-only effect, or effect the other way, or a change in a side signal; inactive = no such curve, though single readings can be large or run the other way; the % refers to the polarisation;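 also: polarization taken with two DNA probes labelled with fluorescein and Texas red; potency is read from the fitted curve at half-maximal effect; % of control where 0% means no effect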
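His-tagged ERG Ets domain (1 uM in the protein solution; 300mM KCl, 50mM Tris-HCl, 1mM EDTA, 1mM DTT, pH 7.5) received compound, then a probe mix of 5 nM fluorescein-DNA and 100nM Texas-615-DNA. Fluorescence polarization was read for both dyes.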
Pol iota inh – inhibitors of human DNA polymerase iota | Q9UNA4 | Pol iota fluorescent replication assay, 10 min | Potency, µM (doses to about 115 µM), without a hit: at the top dose activity, negative = inhibition, usual class: inhibitors | actives 1% (n = 390,000); also: potency is read from the fitted curve at half-maximal effect
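Fluorescent replication assay read twice, at 0 min and 10 min after adding 50 nM (final) substrate. Enzyme (10 nM) and compounds were first incubated 15 min at room temperature; enzyme-free buffer wells were negative controls.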
TRHR ag – agonists of human TRH receptor. TRHR cells, calcium flux fluo-8, FDSS agonist mode. activation, % at 2 µM. actives 0.18% (n = 360,000); in the data active = activation above about 30%; also: 0% is about no effect
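Fluo-8-loaded TRHR cells; 10 s baseline, compound added, kinetic Ca2+ fluorescence read 1/s, agonist mode.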
The depositor's hits bear a star; ? = inconclusive; . = not tested or not shown; & = joins results of further samples; [ ] = dose if it differs, or a comment. Unless noted, calls follow the shape of the dose curve; as a rule, active = well fitted curve in the direction sought with a large enough effect; inconclusive = small, poorly fitted or top-dose-only effect, or another doubt; inactive = no such curve, though single readings can be large; an effect the other way counts as inactive or inconclusive.

SMILES | 12-LOX inh | BLM inh | POLB inh | Pol kappa inh | Anesthetic bind | APE1 inh | ERG-DNA inh | Pol iota inh | TRHR ag
COc1ccc(N2CCN(C(=O)CCCCn3c(=O)[nH]c4ccsc4c3=O)CC2)cc1 | -1%&-24% | -2%&0% | 20%&31% | 0%&-19% | -2%&35% | -7% | 8%&-9% | -11%&-11% | -0.4&-0.4
Cc1cccc(N2CCN(c3nc4ccccc4n4cnnc34)CC2)c1C | ? | 2% | 30% | 6% | -8% | -4% | -9% | -20% | 0.4
Cc1ccc(Nc2nc(N)c(C#N)c(CC#N)c2C#N)cc1 | -9% | -12% | 44% | -18% | 45%[activator] | 20% | 3% | 50%[activator] | -0.2
N/C(=N\OC(=O)/C=C/c1ccccc1)c1ccccc1 | 4% | -2% | 3% | -4% | -17% | 3% | . | 2% | 0.3
Cc1nnsc1C(=O)Nc1ccc(S(=O)(=O)N2CCCC(C)C2)cc1 (configuration not stated) | 19% | -2% | 20% | 10% | -17% | 52%[activator] | 1% | 29% | 3.5
COc1ccc(OC)c(S(=O)(=O)N2CCN(c3ncccn3)CC2)c1 | 0% | -2% | 1% | -6% | -5% | -7% | 8% | ? | -0.5
CC(=O)NCCc1ccc(-c2csc(NC(=O)C3CC(=O)N(C4CCCC4)C3)n2)cc1 (configuration not stated) | -17% | . | . | -10% | . | -8% | -2% | 15% | 0.3
COc1ccc(N(C(=O)c2ccco2)C(C(=O)NC2CCCC2)c2cc(OC)c(OC)c(OC)c2)cc1 (configuration not stated) | -14% | -6% | ? | -4% | 0% | 49%[activator] | -20% | 34%[activator] | -0.6
COc1ccccc1N1CCN(C(=O)COc2ccc(Cl)cc2Br)CC1 | ? | -7% | ? | -17% | -5% | -8% | 2% | 2% | -0.2
CCn1c(=O)c2ccccc2n2c(SCC(=O)N3CCc4ccccc4C3)nnc12 | 9% | -2% | 2% | -6% | -16% | 0% | 4% | ? | -0.3
CN(C)CCCNC(=O)CCC1CCCCC1 | 65%[activator] | 2% | -25% | -1% | -2% | 1% | 5% | 14% | 0.7
COc1ccccc1-c1ccc2ncnc(N(C)Cc3ccco3)c2c1 | ? | -9% | . | 0%[60.1 µM] | . | -1% | . | . | .
Cc1ccc(S(=O)(=O)Nc2cccc(C(=O)NCC3CCCO3)c2)cc1F (configuration not stated) | 35%[activator] | . | . | 1% | . | 12% | 1% | 42%[activator] | -0.1
CCOC(=O)c1sc2ncnc(N3CCN(c4ccc(OC)cc4)CC3)c2c1C | 9% | -5% | 54% | -8% | -9% | 12% | . | -8% | 0.1
CCOC(=O)N1CCN(C(c2ccccc2)c2sc3nc(C)nn3c2O)CC1 (configuration not stated) | 16% | 4% | ? | -3% | -4% | 1% | . | 17% | -0.5
O=S(=O)(Nc1ccc(Cc2ccncc2)cc1)c1ccc(Cl)c(Cl)c1 | 12% | -4% | 4% | -21% | -18% | -5% | -3% | 0% | -0.1
Cc1ccc2c(c1)[nH]c1c(=O)n(CCC3=CCCCC3)cnc12 | . | -2% | 34% | . | -12% | 15% | . | . | 1.2
COc1cc(Br)c(C2CC(=O)Nc3cc(OC)c(OC)cc32)cc1OC (configuration not stated) | 5% | -4% | 12% | 14% | -5% | 12% | -6% | 27% | 0.7
Cc1cc(C(F)(F)F)c(C#N)c(SCC(=O)NC2CC2)n1 | 22% | -3% | 14% | -2% | -14% | -1% | -7% | 33% | 0.4
COC(=O)c1ccc(CC(=O)c2c(C)cc(O)cc2O)o1 | ? | -8% | ? | 25µM* | -13% | ? | 1% | ? | -0.3
COc1ccc(C(CC(=O)Nc2ccc(F)c(Cl)c2)N2Cc3ccccc3C2=O)cc1OC (configuration not stated) | -30% | -3% | 0% | -3% | 0% | . | -1% | 16% | -0.2
CCCc1cc2nnc(SCC(=O)N(C)C3CCCCC3)n2c(N)n1 | -9% | 2% | 31% | -6% | 2% | 1%[12.4 µM] | 7% | 50%[activator] | 0.1
COC(=O)c1cc(OC)c(OC)cc1NC(=O)c1cc(C(C)(C)C)oc1C | 33%[activator] | -12% | 0% | 11% | -3% | 2% | -4% | 3% | 0.7
N#Cc1nc(-c2ccccc2Cl)oc1NCc1ccco1 | ? | -12% | 4% | -10% | -13% | 10% | . | 3% | -0.4
Cc1cc(N2CCN(C)CC2)nc(N2CCOCC2)n1 | 5% | 0% | -2% | -7% | 0% | -1% | -4% | 3% | -0.3

An excerpt of these results, as labelled records.
CCOC(=O)N1CCN(C(c2ccccc2)c2sc3nc(C)nn3c2O)CC1 (configuration not stated)
  12-LOX inh = 16%	BLM inh = 4%	POLB inh = ?	Pol kappa inh = -3%	Anesthetic bind = -4%	APE1 inh = 1%	ERG-DNA inh = .	Pol iota inh = 17%	TRHR ag = -0.5
O=S(=O)(Nc1ccc(Cc2ccncc2)cc1)c1ccc(Cl)c(Cl)c1
  12-LOX inh = 12%	BLM inh = -4%	POLB inh = 4%	Pol kappa inh = -21%	Anesthetic bind = -18%	APE1 inh = -5%	ERG-DNA inh = -3%	Pol iota inh = 0%	TRHR ag = -0.1

Carrying on.
SMILES | 12-LOX inh | BLM inh | POLB inh | Pol kappa inh | Anesthetic bind | APE1 inh | ERG-DNA inh | Pol iota inh | TRHR ag
COc1ccc(-n2nc3c(c2NC(=O)c2ccc(S(=O)(=O)N4CCOCC4)cc2)CS(=O)(=O)C3)cc1 | -13% | 1% | 26% | -18% | -14% | -6% | 10% | 84%[activator] | 0.0
COc1cc(Cl)c(NC(=O)C(NS(=O)(=O)c2cccs2)C(C)C)c(OC)c1 (configuration not stated) | -20% | 1% | 0% | -1%[60.1 µM] | 40%[activator] | . | 9% | 10% | -0.8
O=C(Nc1ccc2c(c1)CCC2)c1c(F)cccc1Cl | 1% | -2% | 26% | -10% | -14% | 12% | 2% | 37%[activator] | -0.8
CCCCC1CCC(C(=O)N(CCCC)c2c(N)n(CCCC)c(=O)[nH]c2=O)CC1 (configuration not stated) | -8% | -4% | 1% | -3% | -3% | 18% | 13% | 8% | 0.2
Nn1c(SCC(=O)Nc2cccc(Br)c2)nnc1C1CC1 | 28% | . | . | 5% | . | -5% | 2% | 34%[activator] | .
O=C1CC(N2CCN(CCc3ccccn3)CC2)C(=O)N1c1ccc(Cl)cc1 (configuration not stated) | 0% | -2% | 12% | -4% | -9% | 3% | 0% | 11% | .
Cc1ccc(C)c(NC(=O)CCN2C(=O)[C@@H]3Cc4ccccc4CN3C2=O)c1 | 10% | -1% | 9% | -5% | -6% | 15% | -5% | 5% | -0.1
O=C(O)C1CC=CCC1C(=O)NC1CCCCC1 (configuration not stated) | -4% | -7% | -8% | 6% | -6% | 11% | 1% | -9% | 0.4
COc1ccc(CN2CCCC(CNC(=O)c3ccc(F)cc3)C2)c(F)c1 (configuration not stated) | 0% | -5% | -1% | -3% | -10% | -1% | 0% | 8% | 1.2
CCSc1nnc(NC(=O)/C=C/c2ccco2)s1 | 0% | -10% | ? | ? | -4% | 4% | 0% | ? | 1.8
O=C(NCc1ccccc1Cl)C(=O)NCC(c1ccco1)S(=O)(=O)c1cccs1 (configuration not stated) | -15% | 2% | -22% | -5%[60.1 µM] | -9% | . | -8% | 11% | 0.1
Cc1ccccc1-c1nc(CN2CCC(C(=O)NCc3cccs3)CC2)c(C)o1 | 0% | -5% | 1% | 5% | -18% | 4% | -7% | -7% | -0.8
COc1ccc(N(CC(=O)NC2CCCCCCC2)S(=O)(=O)c2c(C)nn(C)c2C)cc1 | 13% | -2% | 22% | 12% | -4% | -1% | 12% | 29% | -0.6
OCCC1CN(Cc2cccc(-n3cccn3)c2)CCN1Cc1ccccc1 (configuration not stated) | -14% | 2% | -19% | -10% | -5% | 2% | -3% | 75%[activator] | 0.2
Cc1cc(C)n(-c2nnc(Nc3cc(Cl)ccc3C)c3ccccc23)n1 | -23% | -1% | 0% | -3%[60.1 µM] | 1% | . | -1% | -13% | 0.2
CCOc1ccccc1NC(=O)Cn1nnc(-c2ccc(OCC)c(OCC)c2)n1 | -58% | -2% | -1% | -4% | -17% | 1% | . | -2% | -1.8
COc1cccc(C(=O)Nc2cc(C(F)(F)F)ccc2Cl)c1 | -2% | -8% | 26% | -11%[60.1 µM] | -21% | -1% | . | -16% | -0.7
O=C(Nc1ccc(F)cc1F)C1CCN(C(=O)c2ccc(Br)cc2)CC1 | -6% | -1% | 35%[activator] | -13% | -8% | -1% | -1% | 3% | -0.2
CCCCCCn1c(CN2CCCCC2CC)nc2c1c(=O)n(C)c(=O)n2C (configuration not stated) | -7% | 0% | -2% | -10% | -3% | -3% | 0% | -7% | -1.1
Cc1ccc2nc(-c3ccccc3)cc(C(=O)Nc3cccnc3)c2c1 | ? | . | . | -16% | . | -5% | -8% | 38%[activator] | -0.1
O=C(NCCc1ccccn1)C1CCCN1S(=O)(=O)c1ccc(Cl)cc1 (configuration not stated) | 10% | -2% | 0% | 2% | 4% | 29% | -8% | 12% | -0.7
O=C(CSC1=NC2(CCCCCC2)N=C1c1ccccc1)Nc1ccc2c(c1)OCCO2 | 460%[activator] | -7% | -4% | -7% | -1% | 1% | 2% | -6% | 0.3
Cc1cc(C)n(Cc2ccccc2)c(=O)c1S(=O)(=O)c1ccccc1 | 0% | 0% | 6% | -7% | -12% | -2% | 2% | 20% | -0.3
COC(CNC(=O)CN1CCN(Cc2ccccc2F)C1=O)OC | 0% | -8% | 1% | -14% | -11% | -9% | 3% | -17% | -0.8
COc1ccc2nc(NC(=O)c3nc(SCc4cccc(C)c4)ncc3Cl)sc2c1 | -6% | -1% | 3% | -12% | -4% | . | 0% | 6% | 0.2
O=C(COc1ccc(S(=O)(=O)N2CCOCC2)cc1)NC1CCCC1 | 14% | 0% | 7% | -8% | 2% | 18% | -4% | 13%[58.9 µM] | 1.4
COc1ccc(NS(=O)(=O)c2ccc3oc(SCc4ccc(F)cc4)nc3c2)cc1 | -17% | -8% | 10% | -12% | 6% | -3% | 0% | -8% | -0.1

An excerpt; count on the stated rates, not on these rows.
